HTR5A inv ag = HTR5A inverse agonism, opioid heterodimer counter-screen; P47898; HTR5A cell line, luminescence; inhibition, % at 9.3 µM; 0.083% of 340,000 active; AID 504634; in the data active means inhibition mostly above about 23%, no sharp cut-off; inactive means mostly below about 18%;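 further: 0% = cells with DMSO and 100% = no-cell wells with DMSO; some compounds called inactive have numbers as strong as hits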
Target sequence (P47898 whole entry, looked up): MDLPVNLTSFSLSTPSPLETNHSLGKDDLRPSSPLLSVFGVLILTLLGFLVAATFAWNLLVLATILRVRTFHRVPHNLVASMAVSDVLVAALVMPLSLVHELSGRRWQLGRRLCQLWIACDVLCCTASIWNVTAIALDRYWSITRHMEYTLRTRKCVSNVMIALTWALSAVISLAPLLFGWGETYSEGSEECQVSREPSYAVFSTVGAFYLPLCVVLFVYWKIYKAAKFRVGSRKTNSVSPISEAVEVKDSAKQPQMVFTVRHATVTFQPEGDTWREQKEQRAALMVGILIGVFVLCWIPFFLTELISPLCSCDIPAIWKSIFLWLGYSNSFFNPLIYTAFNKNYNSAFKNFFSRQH
phage Ecoli inh = E. coli growth loss with phage present | growth absorbance | inhibition, % at 11.9 µM | 0.26% of 360,000 active; in the data active means inhibition above about 11%
PfHsp90 yeast 2 = inhibits growth of yeast expressing Plasmodium falciparum Hsp90. S. cerevisiae expressing PfHsp90, BacTiter-Glo ATP, 48 h; yeast lacking PDR1 and PDR3 efflux regulators. inhibition, % at 9.4 µM. 0.32% of 310,000 active;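 active means every replicate shows inhibition above about 80%, whatever the replicate mean, limit read from the data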;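 further: 0% = DMSO neutral controls and 100% = 20 µM radicicol positive controls; yeast relying on Plasmodium falciparum Hsp90 in place of its own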
SUMO Mot1 rescue = inhibitors of SUMOylation pathway: yeast Mot1-301 growth rescue. S. cerevisiae Mot1-301 growth rescue, ATP luminescence, 38.5C; percent above DMSO median, 100 means doubled. growth rescue, % at 18.8 µM. 1% of 320,000 active;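 active means every valid replicate shows activation above 250% relative to neutral control wells; inactive means the rest, any valid replicate at or below 250%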;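 further: OY570 slx delta 5 strain wells were the positive control but not used for scaling; some compounds called inactive have numbers as strong as hits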
MOR-DOR ag = agonists of human mu-delta opioid receptor heterodimerization; activation, % at 9.3 µM; cells, OPRM1-OPRD1 heterodimerization, luminescence; 0.3% of 340,000 active; P35372+P41143; in the data active means activation above about 18%;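 further: 0% = vehicle-treated cells and 100% = reference agonist; values of inactives mirror those of a sister screen read the other way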
AddAB inh = less growth of phage-infected E. coli with AddAB. AID 435030. inhibition, % at 11.9 µM. 0.29% of 330,000 active. E. coli expressing H. pylori AddAB, absorbance growth; in the data active means inhibition above about 12%;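 further: 0% = vehicle wells of infected cells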
Tat export inh = E. coli Tat transport inhibition; E. coli MC4100 TorA-mCherry Tat export, fluorescence; inhibition, % at 10 µM; 0.036% of 340,000 active;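 active means mean replicate inhibition at least 50% and at least half of replicates individually reaching 50%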;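 further: exported cargo escapes ClpAP degradation while cytoplasmic cargo is degraded and loses fluorescence; 0% = median of neutral control wells and 100% = median of NaSCN control wells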
PKA-R2B act = activators of human PKA-R2B complex | P22694+P31323 | PKA-R2B holoenzyme dissociation, Cy5-IP20 fluorescence polarization; R2B truncated from residue 108, S112A mutant; 0% DMSO only, 100% 113 µM cGMP | activation, % at 11.4 µM | 0.079% of 340,000 active | AID 504700;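 active means activation above a cutoff set at the mean over all compounds plus 3 SD, cut at about 18% in these data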;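 further: higher means more holoenzyme dissociation and a rise in polarization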
Target sequence (P31323 whole entry, looked up, other chains not shown, the tested form may be a part): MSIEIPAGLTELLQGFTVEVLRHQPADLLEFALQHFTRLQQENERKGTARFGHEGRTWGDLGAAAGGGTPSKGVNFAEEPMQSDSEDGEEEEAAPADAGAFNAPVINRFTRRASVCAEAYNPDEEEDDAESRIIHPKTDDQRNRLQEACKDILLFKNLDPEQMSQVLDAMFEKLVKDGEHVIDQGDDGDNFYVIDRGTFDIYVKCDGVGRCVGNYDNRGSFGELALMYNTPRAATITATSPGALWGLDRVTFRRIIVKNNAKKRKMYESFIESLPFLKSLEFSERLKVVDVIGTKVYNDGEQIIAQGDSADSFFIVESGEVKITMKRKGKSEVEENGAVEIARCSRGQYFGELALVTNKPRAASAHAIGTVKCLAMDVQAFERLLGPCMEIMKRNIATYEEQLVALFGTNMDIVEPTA
E coli growth = counter-screen for AddAB inhibitors: E. coli growth inhibition; E. coli V3065 growth, OD600 absorbance, 18 h; inhibition, % at 11.9 µM; 0.27% of 330,000 active; AID 449728;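 active means inhibition above the campaign's mean inhibition across all tested compounds plus 3 SD, cut at about 9.9% in these data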;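 further: uninfected addAB+ strain grown without phage in ampicillin broth; 0% = DMSO wells and 100% = ciprofloxacin 0.95 µg/ml wells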
MOR-DOR inv ag = mu-delta opioid heterodimer inverse agonism; P35372+P41143; cell-based MOR-DOR heterodimer luminescence; inhibition, % at 9.3 µM; 0.21% of 340,000 active; AID 504357; in the data active means inhibition above about 22%, passing the limit was not always enough;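 further: 0% = cells with DMSO and 100% = wells without cells with DMSO; values of inactives mirror those of a sister screen read the other way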
PKA-R1A activ = activates the PKA-R1A holoenzyme complex | PKA-R1A dissociation, Cy5-IP20 fluorescence polarization; scaled: DMSO 0%, 113 µM cGMP 100% | P00514+P68181 | 0.083% of 340,000 active | AID 504707 | activation, % at 11.4 µM;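 active means percent activation above the mean of all tested compounds plus 3 SD, cut at about 19% in these data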;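 further: higher means more PKAc released from R1A so a rise in polarization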
* marks the source's active call; other numbers are inactive results; . = not tested or not shown.

SMILES | HTR5A inv ag | phage Ecoli inh | PfHsp90 yeast 2 | SUMO Mot1 rescue | MOR-DOR ag | AddAB inh | Tat export inh | PKA-R2B act | E coli growth | MOR-DOR inv ag | PKA-R1A activ
O=C(N/N=C/c1ccc([N+](=O)[O-])o1)c1sc2ccccc2c1Cl | 8.1 | -0.4 | 103.5* | 145.3 | 9.8 | 6.2 | 3.2 | -1.7 | 6.2 | -50.1 | -2.8
CCC1CN(C(=O)N2CCC(C(=O)NCc3ccc(C)o3)CC2)c2ccccc2O1 (stereo not given) | -5.4 | 1.4 | -7.7 | -6.5 | -1.8 | 1.0 | -1.6 | -0.5 | 0.5 | 9.3 | 7.1
COc1ccc(/C=C(\C#N)C(=O)NCc2cccnc2)cc1OC | -1.0 | 3.4 | 8.9 | -2.8 | -1.6 | 2.2 | 1.2 | -3.5 | -0.9 | 8.0 | 8.3
O=C(Nc1ccccc1F)c1ccc(S(=O)(=O)NCC2CCCO2)cc1 (stereo not given) | -5.7 | 0.6 | 43.3 | -9.3 | 0.4 | 2.1 | -11.1 | 3.3 | 0.6 | -2.1 | -7.3
CC(=O)c1ccc(OCc2cc(C(=O)NCCN3CCCC(O)C3)no2)cc1 (stereo not given) | 8.4 | 2.5 | -8.5 | 53.5 | -0.5 | 4.2 | -1.2 | 4.4 | -2.2 | 2.7 | -4.4
O=C1CC(c2ccccc2)CC(O)=C1C=NCc1ccc(Cl)cc1 (stereo not given) | -6.2 | 1.5 | 1.1 | 3.6 | -2.7 | -1.3 | 3.3 | 4.0 | -3.2 | 15.2 | -4.0
O=C(N/N=C/c1c(O)ccc2ccccc12)c1ccc[n+](CCO)c1 | 11.5 | 3.4 | -36.6 | 9.9 | 1.3 | 1.2 | 8.1 | -8.8 | -6.2 | -8.2 | -5.1
CN(C)C(=O)CSc1nnc(CCN)o1 | 3.5 | 2.6 | 0.6 | -11.6 | 0.8 | -2.5 | 0.8 | -3.8 | -4.0 | -4.3 | 10.6
Cc1nc(N)sc1C(=O)N1N=N1 | -10.0 | -0.5 | 4.0 | -15.4 | -1.6 | -0.6 | -4.9 | 1.0 | 0.2 | 8.1 | 1.8
COc1cc(CN2CCC(C(=O)N3CCCC(C)C3)CC2)cc(OC)c1O (stereo not given) | -11.3 | 0.6 | 21.7 | 5.0 | -2.3 | 2.7 | -5.5 | 2.7 | 1.5 | 13.3 | 2.5
O=C1C2CCCCN2C(=O)N1CCCN1CCN(c2cccc(C(F)(F)F)c2)CC1 (stereo not given) | 2.8 | 0.4 | 5.9 | . | -1.0 | . | -7.6 | -2.3 | . | 5.1 | -0.9
O=C(/C=C/Nc1ccc([N+](=O)[O-])cc1)c1ccc(Br)cc1 | -21.4 | 2.9 | -8.1 | -5.3 | 1.2 | 3.3 | -6.1 | -2.2 | -2.8 | -5.3 | -3.5
C=CCn1cccc(C(=O)Nc2ccc(C)cc2)c1=O | 8.9 | 4.5 | -17.5 | 10.8 | -1.8 | 2.2 | -5.5 | 6.5 | -0.9 | 10.5 | 6.3
COc1ccc(-c2nnc(SCC(=O)N(Cc3ccccc3)C(C)(C)C)o2)cc1OC | -20.4 | 1.4 | -18.0 | -23.7 | 0.8 | 0.8 | 3.8 | -2.3 | -1.0 | -3.5 | -5.2
O=C(/C=C/c1ccco1)Nc1ccccc1C(=O)O | . | 3.9 | 0.3 | 127.5 | . | 4.3 | -10.6 | . | -1.8 | . | .
COc1ccc(S(=O)(=O)N2CCC(C(=O)NCc3cccs3)CC2)cc1 | -6.0 | 1.8 | . | 150.8 | -2.4 | -2.1 | 7.6 | -8.9 | -0.4 | 11.9 | -15.9
Cc1ccc(NC(=O)c2ccc(OCC3CCCO3)cc2)cc1 (stereo not given) | -37.9 | 3.4 | 7.9 | -8.1 | -0.3 | 2.0 | 0.7 | -0.2 | -1.3 | 1.8 | 7.3
C=CCNC(=S)Nc1sc2c(c1C#N)CCCC2 | -4.0 | -0.1 | -11.5 | -2.9 | 0.9 | 5.0 | -2.4 | 7.1 | -0.4 | -3.9 | -1.5
NS(=O)(=O)c1ccc(N=Nc2c(=O)[nH]n3c(=O)c4c([nH]c23)CCCC4)cc1 | 11.4 | 2.3 | 23.4 | 8.9 | -5.4 | 2.1 | -2.0 | -9.5 | 2.2 | 25.3 | -2.0
CC1=NN(Cc2c(C)nn(Cc3ccccc3)c2C)C(C)(C)C1 | -23.8 | -0.9 | -16.7 | -4.2 | -1.4 | -2.0 | -8.2 | 1.5 | -2.3 | 6.5 | -4.6
O=C(N/N=C/c1ccc([N+](=O)[O-])cc1)c1cc(-c2ccc3c(c2)OCO3)n[nH]1 | -8.4 | 2.6 | 1.6 | 5.3 | -0.4 | 5.2 | 3.3 | 4.4 | -0.3 | 2.2 | -0.8
Nc1c(N(Cc2ccccc2)C(=O)COc2ccc(F)cc2Cl)c(=O)[nH]c(=O)n1Cc1ccccc1 | 0.2 | 0.5 | 3.7 | 5.9 | 12.6 | -0.3 | -1.1 | -3.6 | -0.8 | -51.2 | 2.0
c1ccc2c(c1)Nc1cc3ccccc3cc1S2 | -6.5 | 5.2 | 3.3 | -14.4 | 8.0 | 5.9 | 1.8 | -2.0 | 0.8 | -39.4 | -12.4
CCO[C@@H]1OC(C(=O)N2CCN(Cc3ccccc3)CC2)=C[C@H](c2ccc(Br)cc2)[C@H]1CCCO | 36.6* | 0.0 | 20.0 | 2.4 | -2.1 | -1.1 | 5.2 | -5.8 | -1.2 | 12.0 | -5.4
Cc1csc(SCC(=O)NC(C)c2ccccc2)n1 (stereo not given) | -0.7 | 1.0 | 12.1 | 2.2 | -1.6 | 2.5 | 2.3 | -9.1 | 2.4 | 8.1 | 9.2
COc1cc(CNc2ccc(C)c(C)c2)cc(OC)c1OC | -0.6 | . | . | 121.9 | -1.9 | 2.9 | 6.6 | -1.0 | 0.2 | 10.9 | -2.8
CC(=O)OCc1c(C(F)(F)F)nn(C)c1Oc1cccc(C(F)(F)F)c1 | -16.4 | 1.2 | -17.3 | 2.2 | -1.2 | -0.7 | -7.1 | -4.0 | 1.4 | 5.6 | -5.9
COCCOC(=O)CSc1ncccc1-c1nc2cc(C)c(C)cc2[nH]1 | 0.9 | 0.3 | 17.6 | -1.3 | -0.7 | 1.6 | -4.9 | -8.3 | 0.1 | 3.9 | -12.7
O=c1c(-c2ccnn2-c2ccc(F)cc2)cnc2n1CCS2 | 10.5 | 1.2 | 8.5 | 12.1 | -1.0 | 0.8 | 7.9 | 4.6 | 0.9 | 5.1 | -3.2
CC(C)c1c(C(=O)N/N=C/C=C/c2ccccc2)nnn1-c1nonc1N | 11.3 | 2.5 | -10.6 | 10.2 | -1.8 | 3.0 | 5.4 | -11.6 | -1.9 | 9.4 | -4.2
CCOc1ccccc1N1CCN(C(=O)CSc2ccc3c(c2)OCCO3)CC1 | -3.8 | 0.0 | -18.6 | 14.5 | -5.8 | 0.7 | -0.7 | -1.8 | -1.4 | 21.8 | 9.2
CC1(c2nnc(-c3cccc(Cl)c3)o2)CC(c2cccc([N+](=O)[O-])c2)=NO1 (stereo not given) | -11.7 | 2.3 | -16.2 | 1.9 | 0.0 | -1.0 | 3.6 | -6.1 | -1.1 | 0.1 | 16.0
CC1=CC(C)(C)N2C(=O)C3(N=C(N)NC(Nc4ccccc4)=N3)c3cc(C)cc1c32 (stereo not given) | 11.6 | 3.8 | -15.3 | 1.8 | -3.5 | 4.1 | -9.7 | 1.1 | 0.2 | 14.4 | -0.2
N#Cc1c(-c2ccccc2)nc(SCC(=O)Nc2ccccc2F)[nH]c1=O | 11.8 | 1.4 | -1.3 | 8.0 | -1.3 | -1.4 | -7.6 | -2.2 | 1.5 | 6.0 | -0.6
COc1ccccc1Cc1nc(-c2ccncc2)no1 | 1.5 | 1.8 | -52.2 | 16.9 | 0.5 | -1.9 | -7.1 | 0.0 | 1.6 | -2.4 | -0.1
CCN(CC)S(=O)(=O)c1ccc(NC(=O)CSc2nnc(-c3ccc(F)cc3)o2)cc1 | -7.0 | 0.5 | -6.4 | -13.6 | 2.5 | 1.3 | -0.4 | -7.8 | -0.1 | -13.8 | -1.6
O=C(OCc1nc2ccccc2s1)c1ccc([N+](=O)[O-])o1 | -24.4 | . | 12.5 | 54.1 | 8.9 | 2.4 | -1.8 | 1.0 | -0.7 | -55.4 | 8.9
COc1ccc(C2CC3(CC(C)(C)NC(=S)N3)Oc3cc(O)cc(C)c32)cc1 (stereo not given) | 1.6 | 1.0 | -4.6 | 978.5* | -2.4 | -1.6 | 10.7 | -1.1 | 0.6 | 15.9 | -6.6
O=[N+]([O-])c1ccc2nc(-c3ccncc3)[nH]c2c1 | -7.0 | 4.1 | 1.0 | 304.6 | 2.5 | -0.8 | -2.1 | -5.9 | 0.7 | -12.2 | -9.6
O=C(Cc1ccccc1)NC(=S)Nc1cc(C(F)(F)F)ccc1Cl | 13.2 | 4.0 | -25.5 | -15.3 | 2.2 | 1.7 | 4.2 | 1.0 | 0.0 | -9.6 | -8.5
C=CCn1c(=O)c(C(=O)Nc2ccccc2C(=O)OCC)c(O)c2ccccc21 | -0.7 | 1.0 | -5.2 | 13.7 | -0.4 | 0.1 | -9.5 | -3.0 | 1.4 | 1.7 | -1.8
CSc1ccccc1NC(=O)COC(=O)CCC(=O)c1ccc(F)cc1 | -32.7 | 2.4 | . | 7.5 | -0.8 | 0.9 | -2.9 | 5.5 | -4.2 | 3.9 | 3.6
COc1ccccc1N1CCN(C(=S)Nc2ccc3nc(N4CCOCC4)cc(C)c3c2)CC1 | 8.0 | 3.2 | -2.0 | 64.4 | -3.0 | 2.7 | 1.0 | -5.4 | -2.6 | 14.9 | -0.5
CNS(=O)(=O)c1ccc(OC)c(-c2nnc3c4ccccc4c(C)nn23)c1 | -9.1 | 2.4 | -3.7 | 27.8 | 0.3 | 2.7 | 0.2 | 0.5 | 0.0 | -1.6 | 4.0
Cc1cccc(OCC(=O)N(Cc2nnc(-c3ccccc3Cl)o2)C2CC2)c1 | -11.7 | 0.8 | -7.9 | . | 1.6 | -1.1 | 2.1 | -15.1 | -2.2 | -6.9 | 1.2
NC(=O)c1sc2nc3c(c(-c4ccco4)c2c1N)CCC3 | -4.2 | 3.1 | -15.4 | -10.1 | 3.3 | 0.3 | 9.2 | -4.8 | -3.5 | -19.7 | 3.9
COCC(=O)N(Cc1cc2cc(OC)ccc2[nH]c1=O)c1ccccc1OC | -3.3 | 2.3 | -6.1 | -8.9 | 1.0 | 2.6 | 3.1 | 6.6 | 0.6 | -5.6 | -3.9
Cc1ccc(S(=O)(=O)N2CCC(=O)N2)cc1 | -15.4 | 2.7 | . | . | -3.3 | 3.1 | -13.8 | -5.0 | 0.5 | 18.1 | 0.5

Just HTR5A inv ag, MOR-DOR ag and PKA-R1A activ, for 2 of the compounds above:
canonical_smiles	HTR5A inv ag	MOR-DOR ag	PKA-R1A activ
COc1ccccc1N1CCN(C(=S)Nc2ccc3nc(N4CCOCC4)cc(C)c3c2)CC1	8.0	-3.0	-0.5
NC(=O)c1sc2nc3c(c(-c4ccco4)c2c1N)CCC3	-4.2	3.3	3.9
